Bioassay records: PubChem, several laboratories
DPM-DC inhibit: inhibitors of Streptococcus pneumoniae diphosphomevalonate decarboxylase. calls only at 10 µM. purified DPM-DC, PK/LDH coupled NADH fluorescence. AID 556. hit rate 0.49% among 65,000;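 active means the 320 compounds with the highest percent inhibition in the single-dose primary screen, excluding strongly autofluorescent ones, cut at about 32% in these data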;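 further: kinetic rate of NADH fluorescence loss reporting ADP formed by the decarboxylase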
MK inhibit: blocks S. pneumoniae mevalonate kinase; purified MK, PK/LDH-coupled NADH absorbance 340 nm; AID 555; inhibition, % at 10 µM; hit rate 0.48% among 65,000;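 active means ranked among the strongest by inhibition in the single 10 µM screen, a fixed top-ranked set picked for dose follow-up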; further: no value below 0 was filed
Bfl-1 inhibitors: Bfl-1 inhibitors, primary screen, biochemical, fluorescence polarization, FITC-Bid, mouse (AID 432). FITC-Bid BH3 peptide fluorescence polarization displacement; higher % means a stronger effect. hit rate 0.02% among 64,000. displacement, % at 20 µM, or IC50 in µM where a hit was titrated; in the data active means a potency from the dose series; inactive means the rest, 99 in 100 with displacement below about 15%; further: strong numbers were not always called active
LYP inhibition: inhibition of human PTPN22 tyrosine phosphatase – biochemical, DiFMUP fluorescence, recombinant catalytic domain, 10 µM, primary screen (AID 606); inhibition, % at 10 µM; hits with a dose series show IC50 in µM; recombinant LYP catalytic domain, DiFMUP fluorescence; higher % means a stronger effect; 52,000 tested, under 10 active;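 active means IC50 under 40 µM in the dose-response test; inactive means IC50 of 40 µM or more, or never dose-tested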
HT1080 cytotoxicity: HT1080 cell viability loss – fluorescence readout (AID 620) | HT1080 viability, fluorescence; higher % means a stronger effect | one-dose cytotoxicity, % at 10 µM; EC50 in µM for titrated hits | hit rate 0.42% among 87,000;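 further: cells exposed to compound overnight then 4 h with Alamar Blue; 0% = vehicle DMSO and 100% = killing control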
HPDE-C7 cytotoxicity: cytotoxicity in HPDE-C7 cells, cell-based, fluorescence, HTS (AID 430); HPDE-C7 pancreatic duct cells viability, fluorescence; higher % means a stronger effect; cytotoxicity, % at 10 µM, or EC50 in µM where a hit was titrated; hit rate 1.8% among 63,000;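 further: cells exposed to compound for 48 hours before viability readout; 0% = vehicle and 100% = reference cytotoxic drug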
Alkaline phosphatase: human TNAP enzyme inhibitors, biochemical, luminescent (AID 518) | purified TNAP enzyme, luminescent substrate readout; higher % means a stronger effect | inhibition, % at 20 µM, or IC50 in µM where a hit was titrated | hit rate 0.09% among 64,000; in the data active means a potency from the dose series; inactive means the rest, 99 in 100 with inhibition below about 22%;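 further: plate controls were vehicle for no effect and reference inhibitor for full effect; many of its hits are not listed in these tables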
KRASV12 cytotoxicity: cytotoxicity in KRAS-transformed pancreatic duct cells, primary screen, cell-based, fluorescence, HTS (AID 431); HPDE-C7K KRASV12 cells, Alamar Blue viability, 48 h; higher % means a stronger effect; cytotoxicity, % at 10 µM, or EC50 in µM where a hit was titrated; hit rate 1.7% among 63,000;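 active means compounds whose percent cytotoxicity in the single-dose primary screen, scaled between solvent and toxic-drug controls, exceeds 50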;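 further: 0% = DMSO solvent wells and 100% = doxorubicin-treated wells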
PMK inhibit: S. pneumoniae PMK inhibition; purified PMK, PK/LDH-coupled NADH absorbance 340 nm; inhibition, % at 10 µM; hit rate 0.49% among 65,000;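 active means top-ranked compounds by inhibition in the single 10 µM screen, taking a fixed number of the strongest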;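 further: 0% = full reaction with DMSO carrier and 100% = background rate without enzyme reaction; no value below 0 was filed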
PMK inhibit pilot replicates: also measured in PMK inhibit; calls as there; inhibition, %; measured here: pilot screen replicates
MK inhibit pilot replicates: recorded beside MK inhibit, whose call it bears; inhibition, %; measured here: pilot screen replicates
DPM-DC inhibit pilot screen %: also measured in DPM-DC inhibit; calls as there; inhibition, %; measured here: pilot screen trials
Starred values were filed as active, the others as inactive; i = inactive; . = not tested or not shown; + = active, no number. Unless noted, no stated cut-off is given here; in the data, active means cytotoxicity above about 50%; inactive means the rest.

SMILES	DPM-DC inhibit	MK inhibit	Bfl-1 inhibitors	LYP inhibition	HT1080 cytotoxicity	HPDE-C7 cytotoxicity	Alkaline phosphatase	KRASV12 cytotoxicity	PMK inhibit	others
CC1=C(C(=O)OCC2CCCO2)C(c2ccncc2)C2=C(CC(C)(C)CC2=O)N1 (stereo not drawn)	.	2	1%	-4%	1%	-4%	15%	-1%	0
N#Cc1nc(COc2ccccc2)oc1N1CCCCC1	i	3	1%	9%	.	-3%	9%	4%	8
O=C(NC1=NCCS1)c1ccncc1	i	2	2%	.	-2%	-2%	4%	2%	0
COc1cc(NC(=O)CN2C(=O)c3ccccc3C2=O)c(C(=O)O)cc1OC	i	7	5%	-18%	-3%	-21%	11%	-10%	4
Cc1ccc(N(C)C(=O)N2CCN(c3ccccn3)CC2)cc1	i	6	4%	14%	6%	4%	14%	12%	1	PMK inhibit pilot replicates=0.5;MK inhibit pilot replicates=1.5;DPM-DC inhibit pilot screen %=1.5
CCOC(=O)C1CCN(c2nc3ccccc3nc2C(C#N)C(=O)NCCc2ccccc2)CC1 (stereo not drawn)	i	0	32%	11%	-3%	19%	23%	21%	7
O=C1NCCc2c1[nH]c1c(Cl)ccc(Cl)c21	i	7	-2%	.	15%	17%	4%	13%	16
CC1=C(C(=O)N2CCOCC2)C(c2ccccc2F)C2=C(CCCC2=O)N1 (stereo not drawn)	.	6	-4%	3%	-1%	-6%	7%	5%	7	PMK inhibit pilot replicates=5.0;MK inhibit pilot replicates=0.0
CCOc1cc(S(=O)(=O)N2CC=C(c3ccc(F)cc3)CC2)c(OCC)cc1-n1cnnn1	i	0	-7%	-4%	52%*	31%	7%	27%	15
COC(=O)C1CCN(C(=O)COC(=O)Cc2c[nH]c3ccccc23)CC1	i	3	-4%	.	-5%	-6%	-1%	2%	8
O=c1sc(Nc2ccccc2)nc2ccsc12	i	9	-4%	-9%	.	6%	17%	12%	0	PMK inhibit pilot replicates=8.5;MK inhibit pilot replicates=0.0;DPM-DC inhibit pilot screen %=10
COc1ccccc1NS(=O)(=O)c1cc(C(=O)NCCN2CCOCC2)ccc1Cl	i	0	0%	5%	0%	12%	6%	19%	16
O=S(=O)(c1ccc2oc(-c3ccncc3)nc2c1)c1ccc2oc(-c3ccncc3)nc2c1	i	4	26%	-16%	1%	-6%	0%	10%	6
C/C(N)=C(/C#N)C(=O)CSc1nnnn1-c1ccc(C)cc1	i	0	4%	4%	-3%	-21%	1%	-22%	14
CCOC(=O)c1c(C)c(-c2ccccc2)n(CC(=O)N2CCN(C)CC2)c1C	i	2	-2%	8%	-3%	1%	-1%	4%	11
Cc1cc(S(=O)(=O)NC2CCCC2)ccc1F	i	10	0%	-3%	-7%	2%	7%	8%	1
O=C(Cn1c(=O)c2c(ncn2C2CCCC2)n(Cc2ccccc2)c1=O)N1CCc2ccccc21	i	4	-5%	16%	-4%	9%	7%	17%	11
CCOc1ccc(-n2c(C)nc3cc(C(=O)NCc4ccco4)ccc32)cc1	i	0	.	.	5%	.	.	.	20
COc1ccc(C2CC(c3ccc(C)cc3)Nc3ncnn32)cc1 (stereo not drawn)	i	5	-4%	8%	-1%	0%	16%	7%	1	PMK inhibit pilot replicates=1.0;MK inhibit pilot replicates=1.5;DPM-DC inhibit pilot screen %=3.0
CCCCOCC(O)Cn1c(C)nc2ccccc21 (stereo not drawn)	i	16	0%	-1%	-4%	-1%	6%	-2%	7
O=c1c2cccc3c2c(nn1CN1CCOCC1)-c1ccccc1-3	i	14	2%	.	.	53%*	7%	50%	7
CCOc1cc(-n2cnnn2)c(OCC)cc1NC(=O)c1cnccn1	i	8	-7%	2%	9%	8%	3%	10%	9
C/C(=C\C(=O)c1cccnc1)Nc1ccc(C)c(C)c1	i	5	-2%	-2%	6%	-8%	4%	-5%	0
Cc1ccc(/C=N/n2c(C)nnc2C)s1	i	11	2%	0%	-3%	-3%	9%	-2%	16
Cc1cc(N2C(=O)CC(N3CCN(C(c4ccccc4)c4ccccc4)CC3)C2=O)no1 (stereo not drawn)	i	14	-10%	14%	2%	5%	16%	11%	4
CC1CCCN(C(=O)C2CCN(S(=O)(=O)c3cccc4cccnc34)CC2)C1 (stereo not drawn)	i	3	6%	1%	-2%	-27%	-2%	-18%	0
O=C(/C=N/O)Nc1ccc(F)cc1	i	7	0%	.	3%	-6%	5%	-4%	12
c1cn(C23CC4CC(CC(C4)C2)C3)cn1	i	8	-3%	6%	-3%	7%	6%	6%	0	PMK inhibit pilot replicates=0.5;MK inhibit pilot replicates=0.0;DPM-DC inhibit pilot screen %=3.0
CC(=O)N1CC2(CC(=O)OC(C)C)CN(C(C)=O)CC(CC(=O)OC(C)C)(C1)C2=O	i	7	-6%	6%	-4%	-27%	6%	-9%	0
COC(=O)c1ccc(C2c3c(oc4ccc(F)cc4c3=O)C(=O)N2CCO)cc1 (stereo not drawn)	i	10	-3%	-6%	-4%	-6%	6%	3%	7
O=C(Nc1ccc(N2CCCCC2)c(Cl)c1)c1cccnc1	i	0	-8%	.	32%	35%	6%	33%	20
CCc1nc(SCc2cccnc2)c2c(=O)n(C)c(=O)n(C)c2n1	i	4	6%	-5%	0%	-2%	14%	1%	0
CCCN1C(=O)/C(=C2\SC(N3CCCCC3)=NC2=O)c2ccccc21	i	10	-3%	-9%	-4%	-29%	22%	-12%	7
COC(=O)c1[nH]c2cccc(C)c2c1NC(=O)CN1CCN(c2ccccc2OC)CC1	i	6	-2%	1%	20%	14%	8%	10%	7
CC(=O)Nc1ccc(S(=O)(=O)N2CCSC2c2ccc(C)cc2)cc1 (stereo not drawn)	i	0	5%	8%	-6%	1%	6%	8%	6
Cc1oc(-c2ccccc2)nc1CS(=O)CC(=O)N1CCc2ccccc2C1 (stereo not drawn)	i	5	5%	1%	-5%	11%	2%	14%	3
CCOc1ncccc1C(=O)Nc1cccc(C(=O)Nc2cccc(S(=O)(=O)CCO)c2)c1	i	26	-3%	4%	4%	7%	5%	13%	16
O=C(CSc1nnc(-c2ccccc2O)o1)Oc1ccc(OCc2ccccc2)cc1	.	2	0%	3%	-1%	8%	1%	14%	2
COc1ccc(NC(=O)CC2C(=O)N(c3ccc(OC)cc3)C(=O)N2CCN2CCN(C)CC2)cc1 (stereo not drawn)	i	17	3%	0%	1%	-12%	5%	-8%	7
COC(=O)Cc1cc(=O)n(-c2nc3ccccc3s2)[nH]1	i	9	1%	9%	1%	74%*	11%	88%*	2
CCCC(=O)Nc1cc(C)c(NC(=O)C23CC4CC(CC(C4)C2)C3)cn1	i	3	2%	3%	-3%	5%	12%	1%	11
CCOC(=O)N1CCN(C(=O)CC(C(=O)N2CCc3ccccc32)n2ccnc2)CC1 (stereo not drawn)	i	0	-5%	0%	1%	-28%	13%	4%	12
COC(=O)Cc1cc(=O)[nH]c(/N=C(/NC(=O)c2ccccc2)Nc2ccccc2C)n1	i	5	-2%	8%	3%	2%	12%	6%	2
COCCn1c(C)cc(C(=O)CSc2nc3ccccc3o2)c1C	i	3	-4%	.	-3%	-1%	-5%	0%	8
O=C(CSc1ccc2nnc(-c3ccccn3)n2n1)Nc1ccc2c(c1)OCCO2	i	12	-2%	9%	.	0%	3%	5%	2
CCC(=O)Nc1ccc(S(=O)(=O)Nc2cccc(C)c2)cc1OC	i	3	-3%	-5%	4%	3%	10%	4%	7
O=C(c1ccccc1)N1CCN(CC#CC2(O)CCCCC2)CC1	i	1	-8%	.	0%	3%	11%	2%	14
CCOC(=O)CN1CC23C=CC(O2)C(C(=O)NCc2cccs2)C3C1=O (stereo not drawn)	i	0	3%	.	.	-14%	6%	1%	14
CCOC(=O)C1C(=O)NC(N2CCCCC2)=NC1C(C)C (stereo not drawn)	i	4	1%	13%	2%	1%	5%	-2%	4
COc1ccc(C2CC(c3c(O)cc(C)oc3=O)=NCCS2)c(OC)c1 (stereo not drawn)	i	3	1%	-14%	52%*	71%*	12%	69%*	0

Quoted from above, 4 compounds:
SMILES	DPM-DC inhibit	MK inhibit	Bfl-1 inhibitors	LYP inhibition	HT1080 cytotoxicity	HPDE-C7 cytotoxicity	Alkaline phosphatase	KRASV12 cytotoxicity	PMK inhibit	others
O=C(c1ccccc1)N1CCN(CC#CC2(O)CCCCC2)CC1	i	1	-8%	.	0%	3%	11%	2%	14
CCOC(=O)CN1CC23C=CC(O2)C(C(=O)NCc2cccs2)C3C1=O (stereo not drawn)	i	0	3%	.	.	-14%	6%	1%	14
CCOC(=O)C1C(=O)NC(N2CCCCC2)=NC1C(C)C (stereo not drawn)	i	4	1%	13%	2%	1%	5%	-2%	4
COc1ccc(C2CC(c3c(O)cc(C)oc3=O)=NCCS2)c(OC)c1 (stereo not drawn)	i	3	1%	-14%	52%*	71%*	12%	69%*	0

(next part)
SMILES	DPM-DC inhibit	MK inhibit	Bfl-1 inhibitors	LYP inhibition	HT1080 cytotoxicity	HPDE-C7 cytotoxicity	Alkaline phosphatase	KRASV12 cytotoxicity	PMK inhibit	others
COC(=O)CSc1nnc(-c2ccoc2C)n1-c1ccc(C)cc1	i	9	-9%	5%	30%	10%	10%	10%	12
O=C(CSc1nc2ccccc2[nH]1)c1ccc2c(c1)OCO2	i	11	2%	12%	2%	-7%	14%	-6%	9	PMK inhibit pilot replicates=0.0;MK inhibit pilot replicates=0.0;DPM-DC inhibit pilot screen %=0.0
COc1cc2cc(C(c3nnnn3C(C)(C)C)N3CCc4ccccc43)c(=O)[nH]c2cc1OC (stereo not drawn)	i	11	-3%	10%	28%	-5%	6%	-2%	8
CCCc1nnc(NC(=O)CCC(=O)N2CCN(CCOc3ccc(C)cc3)CC2)s1	i	9	-4%	2%	2%	12%	16%	5%	11	PMK inhibit pilot replicates=4.0;MK inhibit pilot replicates=4.0;DPM-DC inhibit pilot screen %=4.0
CC(Sc1nc(NCc2ccccc2)nc(N2CCOCC2)n1)C(=O)Nc1ccccc1 (stereo not drawn)	i	0	1%	-4%	-6%	-1%	10%	-8%	4
CC1(C)C(C=C(Cl)Cl)C1C(=O)N1CCN(c2ccccc2)CC1 (stereo not drawn)	+	9	2%	1%	-10%	-3%	12%	-14%	0
COc1cc2[nH]c(=O)n(CCCC(=O)N3CC=C(c4ccccc4)CC3)c(=O)c2cc1OC	i	17	2%	.	1%	1%	12%	0%	0
Cc1cc(C(=O)OCC(=O)N2c3ccccc3CC2C)c(C)o1 (stereo not drawn)	i	3	1%	3%	-2%	-16%	9%	-17%	12	PMK inhibit pilot replicates=0.0;MK inhibit pilot replicates=0.0;DPM-DC inhibit pilot screen %=1.5
CCCc1c(C)c2ccccc2[nH]c1=O	i	10	-2%	-2%	4%	-23%	14%	-14%	4
CCOc1ccc(CN2C(=O)c3ccccc3C2C(=O)NCc2cccnc2)cc1 (stereo not drawn)	i	0	-6%	-2%	8%	-10%	16%	8%	6	PMK inhibit pilot replicates=1.0;MK inhibit pilot replicates=2.0;DPM-DC inhibit pilot screen %=0.5
O=C1Nc2ccccc2C(O)(C(=O)NCc2ccco2)N1c1ccc(Cl)c(Cl)c1 (stereo not drawn)	i	0	4%	-4%	0%	-11%	11%	0%	10
